# Screening data as filed in PubChem BioAssay.
# Wnt act = activators of Wnt/beta-catenin signaling. AID 743398. Wnt/beta-catenin reporter cell assay, activator, plate reader. 1.2% of 300,000 active. activation, % at 9.35 µM; in the data active = activation above about 30%, passing the limit was not always enough; inconclusive = no clear call, values can overlap the other calls;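 also: 0% = neutral control wells and 100% = positive control wells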
# HTR5A ag ctr = activates human HTR5A in OPRM1-OPRD1 agonist counter-screen | 0.61% of 340,000 active | HTR5A agonist assay, luminescence, cell-based | activation, % at 9.3 µM | P47898; in the data active = activation mostly above about 9.5%, no sharp cut-off; inactive = mostly below about 7.6%;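 also: 0% = cells with vehicle only and 100% = reference agonist; strong numbers were not always called active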
# Target sequence (P47898 whole entry, looked up): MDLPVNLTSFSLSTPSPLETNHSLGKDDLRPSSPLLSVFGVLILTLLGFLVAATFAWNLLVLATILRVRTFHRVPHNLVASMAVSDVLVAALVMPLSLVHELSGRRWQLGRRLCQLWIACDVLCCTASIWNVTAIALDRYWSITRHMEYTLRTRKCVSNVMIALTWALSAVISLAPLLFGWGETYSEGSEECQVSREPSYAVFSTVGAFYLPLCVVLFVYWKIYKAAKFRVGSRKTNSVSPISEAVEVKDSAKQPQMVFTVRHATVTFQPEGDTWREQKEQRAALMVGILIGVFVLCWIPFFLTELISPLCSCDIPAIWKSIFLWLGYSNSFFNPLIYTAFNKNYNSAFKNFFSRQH
# PvdQ acylase = P. aeruginosa PvdQ acylase inhibition. purified PvdQ acylase, fluorescence plate reader. inhibition, % at 10 µM. AID 488965. 0.063% of 340,000 active; in the data active = inhibition above about 30%, passing the limit was not always enough; inconclusive = no clear call, values can overlap the other calls;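 also: 0% = vehicle neutral wells and 100% = reference inhibitor wells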
# Rtt109 Vps75 = inhibitors of Candida albicans Rtt109/Vps75 histone acetyltransferase; AID 540336; inhibition, % at 34.9 µM; purified Rtt109/Vps75, ThioGlo CoA-SH fluorescence, 4 h; 0.16% of 330,000 active;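 active = inhibition of at least 50% in every replicate; inconclusive = best replicate reaches 50% inhibition but some replicates fall short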
# Target sequence (Q5AAJ8 whole entry, looked up): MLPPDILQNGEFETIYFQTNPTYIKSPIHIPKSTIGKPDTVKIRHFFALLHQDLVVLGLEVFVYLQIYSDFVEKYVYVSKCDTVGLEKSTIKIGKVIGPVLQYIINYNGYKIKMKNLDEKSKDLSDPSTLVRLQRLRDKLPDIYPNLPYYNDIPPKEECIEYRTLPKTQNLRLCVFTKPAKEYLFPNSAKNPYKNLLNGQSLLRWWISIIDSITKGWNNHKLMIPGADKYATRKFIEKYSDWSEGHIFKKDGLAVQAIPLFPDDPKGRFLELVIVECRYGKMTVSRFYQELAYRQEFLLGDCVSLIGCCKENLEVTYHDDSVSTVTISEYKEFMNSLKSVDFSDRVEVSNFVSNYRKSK
# SR-BI uptake up = enhances SR-BI lipid uptake from DiI-HDL; CHO ldlA[mSR-BI] cells, DiI-HDL uptake fluorescence, 3 h; 100 = double the neutral-control signal; AID 504775; activation, % at 12.5 µM; 0.096% of 320,000 active;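 active = mean replicate activation of at least 60% and every replicate at or above 60%; inconclusive = mean or all-replicate condition met, but not both; inactive = mean below 60% and not all replicates reaching 60%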;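 also: 0% = median plate neutral-control signal and 100% = twice that signal; values of inactives mirror those of a sister screen read the other way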
#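 material = CHO ldlA[mSR-BI] cells | medium = Ham's F12 with 0.5% BSA, HEPES 25 mM, pH 7.4 | reagent = fluorescent DiI-HDL, 10 µg/mL final | compound dosing = single-point compound dose | incubation = 3 h, 37 °C | measured by = bottom-read fluorescence, 550/595 nm | measure = HDL uptake via cellular fluorescence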
# dFosB activator = mouse delta FosB homodimer activation; activation, % at 25 µM; 0.99% of 340,000 active; purified delta FosB, TAMRA-CDK5 oligo fluorescence polarization; percent of positive-control signal above neutral wells;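 active = mean activation above about 17%, with every replicate also reaching it, limit read from the data, passing the limit was not always enough; inconclusive = only one of the two conditions met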;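 also: fluorescence polarization rise as delta FosB binds a TAMRA Cdk5 AP-1 oligo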
# Target sequence (P13346 whole entry, looked up): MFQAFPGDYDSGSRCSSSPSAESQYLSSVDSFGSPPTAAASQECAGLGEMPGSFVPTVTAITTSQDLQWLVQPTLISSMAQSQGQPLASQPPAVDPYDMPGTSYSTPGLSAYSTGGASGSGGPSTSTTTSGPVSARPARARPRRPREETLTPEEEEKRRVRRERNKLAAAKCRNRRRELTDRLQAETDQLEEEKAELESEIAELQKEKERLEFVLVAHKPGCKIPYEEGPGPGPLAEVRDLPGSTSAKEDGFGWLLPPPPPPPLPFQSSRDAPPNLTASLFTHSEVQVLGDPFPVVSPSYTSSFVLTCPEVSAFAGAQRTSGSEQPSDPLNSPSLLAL
# CDK5 inh = blocks human CDK5/p35 kinase activity; Q00535+Q15078; Recombinant CDK5/p35, ADP-Glo luminescence, 60 min; inhibition, % at 10 µM; 0.01% of 330,000 active;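 active = highest replicate inhibition of at least 50% and at least 75% of replicates reaching 50%; inconclusive = only one of the two criteria met; inactive = both criteria failed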;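 also: plate controls were DMSO neutral control for no effect and GW8510 at 10 µM for full effect; many of its hits are not listed in these tables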
# MITF act = MITF TRPM1 promoter activation in melanoma cells; SK-MEL-5 TRPM1-promoter luciferase, 24 h; % of positive control, neutral wells = 0; activation, % at 12.5 µM; 0.75% of 300,000 active; AID 588334;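 active = mean activation of at least 80% with every replicate also reaching 80%; inconclusive = mean reaches 80% but some replicate falls short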;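 also: 0% = neutral control wells and 100% = parthenolide positive control wells; values of inactives mirror those of a sister screen read the other way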
# cardiac RTF act = cardiac RTF calcium sensitization; AID 493008; IANBD-labeled TnC RTF fluorescence at EC20 calcium; 0% EC20 calcium, 100% full calcium; activation, % at 7.2 µM; P19429+P45379; 0.24% of 340,000 active;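 active = activation above the mean over all tested compounds plus 3 SD, cut at about 30% in these data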;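 also: rise in fluorescence read as greater calcium sensitivity of cardiac thin filaments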
# SR-BI DiI inh = blocks mouse SR-BI lipid uptake from DiI-HDL. ldlA[mSR-BI] CHO cells, DiI-HDL uptake fluorescence, 3 h. inhibition, % at 12.5 µM. 0.96% of 320,000 active. AID 488896;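 active = mean replicate inhibition of at least 70% and a set share of replicates each scoring 70 or more; inconclusive = meets just one of the two criteria; inactive = fails both criteria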;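 also: 0% = median of neutral control wells and 100% = median of positive control wells; values of inactives mirror those of a sister screen read the other way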
# An asterisk follows results filed as active; ? = inconclusive; . = no result given.
SMILES,Wnt act,HTR5A ag ctr,PvdQ acylase,Rtt109 Vps75,SR-BI uptake up,dFosB activator,CDK5 inh,MITF act,cardiac RTF act,SR-BI DiI inh
CCCc1cc(C(=O)Nc2ccc(C)cc2)no1,56*,8,1,5,8,-1,0.9,.,1,-8
CN(C)S(=O)(=O)c1ccc(C(=O)OCCN=C2NS(=O)(=O)c3ccccc32)cc1,-4,7,-9,2,-1,6,1.2,.,6,1
COc1ccc(N2CCN(C(=O)COC(=O)Cc3ccc(F)cc3)CC2)cc1,-4,2,-5,-2,21,3,0.8,5,3,-21
COc1ccc(/C=C2/SC(=O)N(CCC(=O)Nc3ccccc3)C2=O)cc1OC,-2,-3,2,.,-14,0,1.1,-2,-11,14
Nc1nnc(SCC(=O)NC2CCCC2)s1,0,1,-12,4,-3,-3,0.9,-14,1,3
Cc1ccccc1-c1nc(C#N)c(N2CCCCC2)o1,5,3,-3,-2,10,0,-1.5,12,-2,-10
Cc1ccc(C2(c3ccc(C)cc3)CC2C(=O)NCc2cccnc2)cc1 (stereo not given),-3,2,-17,-2,-45,-4,-2.9,6,10,45
Cc1ccc(S(=O)(=O)N2CN(Cc3ccco3)c3nc4ccccc4nc32)cc1,.,-2,-15,13,-5,-6,-0.3,-6,4,5
COCCN(Cc1nc2ccccc2c(=O)[nH]1)C(=O)COc1c(C)cc(Cl)cc1C,-12,-3,-14,-14,-35,-26,1.2,-8,-2,35
CC(C)OC(=O)c1ccccc1C(=O)c1ccc(N)c([N+](=O)[O-])c1,-2,0,-18,3,-29,-3,1.2,2,4,29
COc1ccc(C(=O)COc2ccc(NC(C)=O)cc2)cc1,.,3,-16,4,15,-6,-0.2,1,-5,-15
N#CCCn1cc(C(=O)N2CCCCC2)c(-c2cccc([N+](=O)[O-])c2)n1,-2,-7,-11,-6,-5,-2,0.9,-4,-3,5
COCCNC(=O)/C(C#N)=C1\N=C(NC(=O)c2cccs2)c2ccccc21,-3,0,-2,5,26,-9,0.4,21,-2,-26
O=[N+]([O-])c1ccc(-c2nc(-c3ccncc3)no2)cc1,1,2,-1,-14,14,3,-1.0,.,-2,-14
COc1ccc(Nc2cc(C(=O)NCCCN3CCN(C)CC3)c3ccccc3n2)cc1OC,-7,-2,-7,1,4,-2,-1.3,11,-5,-4
Cc1ccc(CNC(=O)C(c2ccccc2)c2ccccc2)cc1,0,9,0,-4,-29,-6,0.4,5,-4,29
NC1=NC(=O)C(Cc2ccc(Br)cc2)S1 (stereo not given),2,4,-3,-7,22,-1,1.3,-2,4,-22
Cc1cccc(NC(=S)NN2CCOCC2)c1C,.,-6,-19,-3,42,7,0.2,-9,7,-42
N#CC1(C#N)C(C(=O)C23CC4CC(CC(C4)C2)C3)C12CCOCC2 (stereo not given),-1,2,-7,-7,15,-1,-2.5,-6,6,-15
Cc1ccc(S(=O)(=O)N/N=C\c2ccc(Cl)c([N+](=O)[O-])c2)cc1,-1,1,-13,-11,35,-2,2.4,-10,2,-35
Cc1ccc2c(c1)P(=O)(O)c1cc(C)ccc1O2,-1,2,-11,-3,12,2,-1.4,-2,-5,-12
Cc1ccc(NC(=O)C2COc3ccccc3O2)c(C)c1 (stereo not given),8,2,-15,1,25,0,2.2,31,5,-25
CC1(OC(=O)C2CCCC2)C(=O)C=C2C=C(c3ccsc3)N(C3CC3)C=C2C1=O (stereo not given),17,-3,24,6,23,-6,1.2,-9,-2,-23
CC(C)N1CC(O)=C(c2nc3ccccc3c(=O)[nH]2)C1=N,.,2,-10,-3,12,0,-0.1,5,-2,-12
CC(NC(=O)C1CCCN1S(=O)(=O)c1ccccc1)c1ccccc1 (stereo not given),3,-3,9,-5,-2,-7,9.1,7,4,2
COc1cc(COCC(O)CN2CCOCC2)cc(OC)c1OC (stereo not given),.,6,-13,0,53,6,-0.6,13,1,-53
CCN(CC)S(=O)(=O)c1ccc(N2CC(C(=O)NCc3cccnc3)CC2=O)cc1 (stereo not given),2,0,-4,-5,.,-1,-0.8,.,1,.
O=C1OCC/C1=C\c1ccccc1,.,-5,-11,-10,6,5,-0.5,0,-3,-6
Cc1cc(C)cc(N=C(NO)c2cccc([N+](=O)[O-])c2)c1,-1,-7,5,26,.,0,-1.1,2,-3,.
CCCCCCc1nc(C(N)=O)c2[nH]c(=O)n(-c3ccc(OC)cc3OC)c2n1,0,2,6,41,-15,-22,-2.8,0,-3,15
Cc1ccc(C)c(-c2nnc(NC(=O)COc3ccccc3)o2)c1,2,6,7,6,21,-12,0.5,-6,-6,-21
O=C(CN1CCN(Cc2ccc(Cl)cc2)C1=O)NCCN1CCCC1,-3,-7,-6,0,9,3,1.9,-2,-3,-9
Cc1nn(-c2ccccc2)c(N2CCCC2)c1/C=N/NC(=O)c1cccc(S(=O)(=O)Nc2ccc(Cl)cc2)c1,-1,7,9,4,-77,-7,0.4,1,-20,77*
O=C(NCc1csc(-c2cccs2)n1)c1ccsc1,13,-4,-4,-6,6,1,-0.4,11,5,-6
O=C(c1cnccn1)N(c1ccccc1)C1(C(=O)NC2CCCC2)CCCCC1,.,3,-12,-9,39,-3,-0.8,6,-1,-39
COc1ccc(CCCNC(=O)C2CCC(=O)N(Cc3ccccc3F)C2)cc1 (stereo not given),9,-1,-5,-1,-11,-16,0.0,38,4,11

# Among those listed so far, two have fluorine:
SMILES,Wnt act,HTR5A ag ctr,PvdQ acylase,Rtt109 Vps75,SR-BI uptake up,dFosB activator,CDK5 inh,MITF act,cardiac RTF act,SR-BI DiI inh
COc1ccc(N2CCN(C(=O)COC(=O)Cc3ccc(F)cc3)CC2)cc1,-4,2,-5,-2,21,3,0.8,5,3,-21
COc1ccc(CCCNC(=O)C2CCC(=O)N(Cc3ccccc3F)C2)cc1 (stereo not given),9,-1,-5,-1,-11,-16,0.0,38,4,11

# Continued.
SMILES,Wnt act,HTR5A ag ctr,PvdQ acylase,Rtt109 Vps75,SR-BI uptake up,dFosB activator,CDK5 inh,MITF act,cardiac RTF act,SR-BI DiI inh
CCCCn1c(N)c(N(CCC(C)C)C(=O)COC(=O)c2sccc2C)c(=O)[nH]c1=O,-3,4,-16,9,2,-14,0.5,-13,-5,-2
O=S(=O)(c1ccccc1)N(Cc1ccccn1)Cc1ccccn1,1,-2,3,-3,23,-2,0.8,-1,0,-23
CN(Cc1nc2c(s1)CCCC2)C(=O)CCc1nnc(-c2ccccc2)o1,4,.,-3,3,9,-3,-1.7,31,.,-9
O=P(NC1CCCCC1)(c1ccccc1)c1ccccc1,-3,-5,-11,2,6,-4,-0.2,14,-2,-6
CCOc1ccc(/C(C)=N/NC(=O)Cn2nc([N+](=O)[O-])cc2C)cc1,2,0,-7,-14,-29,-1,1.4,-3,0,29
CC(C)Sc1nc(N)nc(-c2cccs2)c1C#N,.,-2,-12,3,-19,-26,-1.7,71,-4,19
O=C(CSc1ccc(-c2ccc(F)cc2)nn1)NCC1CCCO1 (stereo not given),-4,1,-17,2,-3,-6,-2.0,2,2,3
CCC(C)(C)NC(=O)C(c1ccc(OC)cc1)N(C(=O)CCC(=O)Nc1cc(C)on1)c1ccccc1F (stereo not given),-4,4,-12,-3,.,3,0.4,-1,0,.
C=Cn1cc[n+](CC(=O)c2ccc(-c3ccccc3)cc2)c1,-1,-2,-15,-4,9,-10,1.4,3,0,-9
O=C(Nc1cc(Cl)cc2c1-c1ccc(Cl)cc1C2O)C(Cl)Cl (stereo not given),-20,4,12,-1,-13,7,2.3,-2,-1,13
COc1cc(-c2nc3n(n2)C(c2cccc(OC)c2OC)C2=C(CCCC2=O)N3)cc(OC)c1OC (stereo not given),.,5,-8,1,-3,?,0.9,-11,0,3
CCOc1ccc(C2CC(c3cccc(OC)c3)Nc3ncnn32)cc1 (stereo not given),1,-4,-6,3,11,-10,-0.2,2,9,-11
COc1ccc(CCN2CC(C(=O)NCCN3CCOC3=O)CCC2=O)cc1 (stereo not given),0,-1,-8,-12,18,1,-1.9,6,0,-18
COc1ccc(Cl)cc1NC(=O)CN(C)CC(=O)Nc1cccc(S(=O)(=O)N2CCCC2)c1,-3,1,-6,4,-70,-12,-0.4,-7,0,70
COc1ccc(N2CCN(Cc3csc(C)c3-c3ccc(C)cc3)CC2)cc1,0,0,1,-2,-28,-2,0.5,-5,-7,28
COC(C[C@@H](O)C[C@H](O)[C@H](C)OCc1ccccc1)OC,-2,-2,-13,5,0,2,-0.2,14,1,0
COC(=O)C12CCC3(SCCS3)C(C(=O)OC)(CCC13SCCS3)C2,1,2,-9,4,-8,-6,.,-3,-1,8
COc1ccc(N2CCN(c3ccc(N4C(=O)CC(C)C4=O)cc3[N+](=O)[O-])CC2)cc1 (stereo not given),0,3,8,4,-26,-6,1.7,-2,12,26
CC1CN(S(=O)(=O)c2cccc(C(=O)OC/C(O)=C(\C#N)c3nc4ccccc4[nH]3)c2)CC(C)O1 (stereo not given),-2,-3,-13,-4,12,5,-0.9,-3,3,-12
O=C(Cc1ccccc1)c1ccc(O)cc1O,-4,-1,-12,1,-9,0,-3.1,0,2,9
CCCOC(=O)CCCN1C(=O)/C(=C2\SC(=S)N(CCCC(=O)OCCC)C2=O)SC1=S,0,.,-8,-5,-1,10,0.6,.,.,1
O=C(Nc1ccccc1N1CCOCC1)C1CCN(S(=O)(=O)c2ccccc2F)CC1,.,-3,-12,3,214*,-13,0.6,1,21,-214
COC(=O)c1nn(-c2cccc(Cl)c2)ccc1=O,6,0,-12,-2,5,-3,-1.1,-16,6,-5
COc1ccccc1NC(=O)CC1C(=O)Nc2ccccc2N1C(=O)c1ccccc1 (stereo not given),-2,0,1,7,3,-7,0.8,-15,-3,-3
CNC(=O)n1ccc(C(=O)N2CCCCC2)n1,.,3,-2,-1,-1,2,-0.1,11,-1,1
Cc1c(Cl)cccc1NC(=S)NC1CCN(C(C)C)CC1,-2,-5,-14,-19,12,-3,0.5,11,2,-12
Cc1ccc(OCCNC(=O)CCc2ccccc2)cc1C,-1,-3,-10,-23,-15,-9,-2.9,-8,6,15
COC(=O)CSc1nnc(C)n1-c1cccc(OC)c1,-9,0,-11,-23,19,2,.,-3,-5,-19
Cc1ccc(S(=O)(=O)Nc2cc(=O)[nH]c(SCC(=O)Nc3ccccc3Cl)n2)cc1,-2,7,-14,1,10,-2,-0.5,-5,-1,-10
Cc1ccc(OCC(=O)N/N=C2\CC(=O)CC(C)(C)C2)c(Br)c1,1,-2,-8,-6,15,-10,0.2,-7,2,-15
Cc1noc(C)c1C(=O)OCC(=O)Nc1ncc(C(F)(F)F)cc1Cl,0,2,-13,0,10,1,0.9,7,1,-10
